AddAB inh: growth inhibition of E. coli expressing H. pylori AddAB, primary screen, AddAB inhibitor project, absorbance | inhibition, % at 11.9 µM | 330,000 compounds, 0.29% hits | AID 435030, 2010; in the data active = inhibition above about 12%;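 note: 0% = vehicle wells of infected cells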
phage Ecoli inh: growth loss of phage-infected E. coli, primary screen, RecBCD inhibitor project, absorbance, with phage, HTS | inhibition, % at 11.9 µM | 360,000 compounds, 0.26% hits; in the data active = inhibition above about 11%
HTR5A inv ag: HTR5A inverse agonists in luminescence cell assay, primary screen, counter-screen for OPRM1-OPRD1 heterodimer inverse agonist project, full-deck HTS. AID 504634, 2011. HTR5A cell line, inverse agonism. inhibition, % at 9.3 µM. 5-hydroxytryptamine receptor 5A (Homo sapiens), P47898. 340,000 compounds, 0.083% hits; in the data active = inhibition mostly above about 23%, no sharp cut-off; inactive = mostly below about 18%;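 note: 0% = cells with DMSO and 100% = no-cell wells with DMSO; some compounds called inactive have numbers as strong as hits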
Target sequence (P47898 whole entry, looked up): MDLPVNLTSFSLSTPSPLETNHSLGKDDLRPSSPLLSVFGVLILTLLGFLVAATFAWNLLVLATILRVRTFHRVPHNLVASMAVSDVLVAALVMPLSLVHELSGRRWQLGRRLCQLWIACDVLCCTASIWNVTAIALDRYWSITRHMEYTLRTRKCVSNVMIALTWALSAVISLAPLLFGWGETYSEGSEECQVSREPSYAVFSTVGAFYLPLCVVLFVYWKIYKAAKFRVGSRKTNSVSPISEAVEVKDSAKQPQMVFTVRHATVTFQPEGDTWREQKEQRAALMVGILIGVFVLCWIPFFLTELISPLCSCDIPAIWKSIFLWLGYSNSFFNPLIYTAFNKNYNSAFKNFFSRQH
DSG3 Ab inh: inhibitors of pemphigus antibody binding to DSG3, primary screen, biochemical, bead-based, flow cytometry, scFv-GFP. binding (percent of control), % at 10 µM. DSG3-coupled beads, scFv-anti-DSG3-GFP binding; active compounds read low. 310,000 compounds, 0.48% hits. Desmoglein-3 (Homo sapiens), P32926;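 active = binding more than 3 SD below its plate's average and above zero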;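 note: hits lower antibody fragment binding to DSG3; some compounds called inactive have numbers as strong as hits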
PfHsp90 yeast 2: growth inhibition of PfHsp90-expressing yeast, primary screen, antimalarial PfHsp90 inhibitor project, S. cerevisiae, BacTiter-Glo luminescence, single point, set 2. BacTiter-Glo ATP, 48 h; yeast lacking PDR1 and PDR3 efflux regulators. inhibition, % at 9.4 µM. 310,000 compounds, 0.32% hits;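 active = every replicate shows inhibition above about 80%, whatever the replicate mean, limit read from the data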;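 note: 0% = DMSO neutral controls and 100% = 20 µM radicicol positive controls; yeast relying on Plasmodium falciparum Hsp90 in place of its own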
MOR-DOR ag: agonists of OPRM1-OPRD1 heterodimerization, primary screen, cell-based, luminescence. 340,000 compounds, 0.3% hits. cells. activation, % at 9.3 µM. Mu-type opioid receptor (Homo sapiens) + Delta-type opioid receptor (Homo sapiens), …; in the data active = activation above about 18%;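 note: 0% = vehicle-treated cells and 100% = reference agonist; values of inactives mirror those of a sister screen read the other way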
SUMO Mot1 rescue: yeast Mot1-301 growth rescue at high temperature, primary screen, SUMOylation pathway inhibitor project, S. cerevisiae, ATP luminescence, 38.5C; S. cerevisiae Mot1-301 growth rescue; percent above DMSO median, 100 means doubled; AID 2716, 2010; growth rescue, % at 18.8 µM; 320,000 compounds, 1% hits;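 active = every valid replicate shows activation above 250% relative to neutral control wells; inactive = the rest, any valid replicate at or below 250%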;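 note: OY570 slx delta 5 strain wells were the positive control but not used for scaling; some compounds called inactive have numbers as strong as hits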
E coli growth: E. coli V3065 growth inhibition, primary screen, counter-screen for AddAB inhibitor project, absorbance, OD600. inhibition, % at 11.9 µM. 330,000 compounds, 0.27% hits. 18 h. AID 449728, 2010;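 active = inhibition above the campaign's mean inhibition across all tested compounds plus 3 SD, cut at about 9.9% in these data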;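 note: uninfected addAB+ strain grown without phage in ampicillin broth; 0% = DMSO wells and 100% = ciprofloxacin 0.95 µg/ml wells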
PKA-R1A act: activators of PKA-R1A holoenzyme, primary screen, biochemical, fluorescence polarization, Cy5-IP20, bovine R1A, mouse PKAc; cAMP-dependent protein kinase type I-alpha regulatory subunit (Bos taurus) + …; AID 504707, 2011; 340,000 compounds, 0.083% hits; PKA-R1A dissociation; scaled: DMSO 0%, 113 µM cGMP 100%; activation, % at 11.4 µM;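 active = percent activation above the mean of all tested compounds plus 3 SD, cut at about 19% in these data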;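 note: higher means more PKAc released from R1A so a rise in polarization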
HTR5A ag: HTR5A agonists in luminescence cell assay, primary screen, counter-screen for OPRM1-OPRD1 heterodimer agonist project, full-deck HTS. cell-based. 340,000 compounds, 0.61% hits. activation, % at 9.3 µM. 5-hydroxytryptamine receptor 5A (Homo sapiens), P47898; in the data active = activation mostly above about 9.5%, no sharp cut-off; inactive = mostly below about 7.6%;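 note: 0% = cells with vehicle only and 100% = reference agonist; strong numbers were not always called active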
OPRM1-OPRD1 inv: inverse agonists of MOR-DOR heterodimerization, primary screen, cell-based, luminescence. 340,000 compounds, 0.21% hits. cell-based MOR-DOR heterodimer luminescence, inverse agonism. Mu-type opioid receptor (Homo sapiens) + Delta-type opioid receptor (Homo sapiens), …. inhibition, % at 9.3 µM; in the data active = inhibition above about 22%, passing the limit was not always enough;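 note: 0% = cells with DMSO and 100% = wells without cells with DMSO; values of inactives mirror those of a sister screen read the other way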
* marks the source's active call; other numbers are inactive results; / = no result given. Random draw from the library; about 3.2% have a hit in one of these screens.

SMILES	AddAB inh	phage Ecoli inh	HTR5A inv ag	DSG3 Ab inh	PfHsp90 yeast 2	MOR-DOR ag	SUMO Mot1 rescue	E coli growth	PKA-R1A act	HTR5A ag	OPRM1-OPRD1 inv
CSc1cnc2c(N)nc(N(C)C)nc2n1	2.0	1.2	-4	94	18	0.1	2	-0.8	-8	1	-1
CCn1cc(CN2CCC(C(=O)Nc3ccc(Oc4cccnc4)cc3)CC2)cn1	-0.9	1.8	-10	103	4	-3.4	-12	0.9	0	-2	19
CCCCNC(=O)CCn1c(=O)c2ccccc2n(CC(=O)N2CC(C)CC(C)C2)c1=O (stereo not given)	3.7	-0.4	-6	91	/	-0.8	-7	0.9	1	3	4
CCOc1ccc(-c2nc(S(=O)(=O)c3ccccc3)c(N3CCC(C(N)=O)CC3)o2)cc1	3.5	2.3	3	109	7	0.0	-2	2.5	-7	1	0
CC1CCC(NC(=O)CCS(=O)(=O)c2ccc3c(c2)NC(=O)CO3)CC1 (stereo not given)	-0.6	1.3	-1	102	-10	-3.6	-8	1.5	0	-4	19
CC(C)(C)c1cc(NC(=O)c2cccc([N+](=O)[O-])c2)no1	1.6	/	5	103	31	2.8	/	-0.9	-7	-2	-15
CCOC(=O)C1=C(COC(=O)C2(C)CC2(Cl)Cl)NC(=O)NC1c1ccccc1 (stereo not given)	1.7	2.7	28	101	0	-2.0	/	1.9	-8	1	10
CCOC(=O)C1(Cc2ccc(OC)cc2)CCN(C(=O)CCN2CCCC2=O)CC1	2.5	0.2	22	100	21	-3.0	-24	1.8	7	-3	15
O=C(O)C1=C(Nc2ccccc2)OCC1=O	2.9	-0.2	-8	112	-5	-1.1	-9	0.3	7	3	6
NC(=O)CSc1nc(C23CC4CC(CC(C4)C2)C3)nc2ccccc12	4.0	4.1	11	104	53	6.9	4	1.6	1	-4	-38
Cc1cc(C)cc(OCC(=O)Nc2cccc(S(=O)(=O)NC3=NCCC3)c2)c1	0.8	-2.9	4	95	6	-0.7	6	1.6	0	-2	3
COC(=O)CCCSc1nccn1-c1ccccc1	0.8	4.9	11	102	-15	-2.3	3	2.5	-7	1	12
Cc1ccccc1-n1c(Cn2c(=O)sc3ccccc32)nnc1SC(C)C	-0.5	3.5	-30	108	-46	-0.9	-7	-1.1	8	0	5
COC(=O)c1ccc2c(c1)C(C)(C)C(/C=C/c1ccc(O)cc1)=[N+]2C	0.1	2.3	24	109	42	6.2	7	2.6	0	-7	-33
CN(Cc1ccccc1)S(=O)(=O)c1ccc(Cl)c(C(=O)NCCc2ccccn2)c1	2.6	0.1	-1	102	18	-1.8	-20	-0.4	10	1	8

The list goes on, overlapping the part above by two compounds.
SMILES	AddAB inh	phage Ecoli inh	HTR5A inv ag	DSG3 Ab inh	PfHsp90 yeast 2	MOR-DOR ag	SUMO Mot1 rescue	E coli growth	PKA-R1A act	HTR5A ag	OPRM1-OPRD1 inv
COC(=O)c1ccc2c(c1)C(C)(C)C(/C=C/c1ccc(O)cc1)=[N+]2C	0.1	2.3	24	109	42	6.2	7	2.6	0	-7	-33
CN(Cc1ccccc1)S(=O)(=O)c1ccc(Cl)c(C(=O)NCCc2ccccn2)c1	2.6	0.1	-1	102	18	-1.8	-20	-0.4	10	1	8
COC(=O)C1=C(CSc2nc3c(cc2C#N)CN(C)CC3)OC(N)=C(C#N)C1c1ccccc1F (stereo not given)	0.9	/	-8	/	-21	-1.2	-11	-3.2	-8	-3	6
CC(=O)N(CCCN(C)C)c1nc2ccc(C)cc2s1	0.2	2.6	-12	103	-7	-2.1	-7	0.1	-11	4	11
Cc1nn(C)c(C)c1S(=O)(=O)N1CCCC(C(=O)N2CCN(c3ccc(Cl)cc3)CC2)C1 (stereo not given)	-1.4	1.7	-29	/	20	-0.6	1	-1.3	-4	0	3
CCc1nnc(NC(=O)c2cc(C)oc2C)s1	-0.1	1.1	-16	97	7	-2.6	-8	1.3	2	0	14
COc1cccc(/C=N/NC(=O)c2ccc(-n3cnnn3)cc2)c1	/	2.6	15	/	-4	0.9	/	/	-2	0	-6
C[C@H](NS(=O)(=O)c1c(Cl)cccc1Cl)C(=O)NNC(=O)COc1ccccc1F	-0.5	0.8	5	120	3	-1.0	2	-2.4	7	2	4
C/C(=N\O)C(C)(C)NC(=O)Nc1ccc(Cl)cc1	-1.1	3.0	10	108	-1	-0.3	-6	-3.1	-6	-1	2
CCc1nnc(NS(=O)(=O)c2ccc(NS(=O)(=O)c3ccccc3)cc2)s1	-0.7	4.8	9	84	5	0.1	-1	-1.7	-1	2	-1
CCOc1cc(C(c2c(O)nc(SC)[nH]c2=O)c2c(O)nc(SC)[nH]c2=O)ccc1O	4.1	0.1	/	108	/	/	31	2.2	/	/	/
Cc1onc(-c2ccccc2)c1C(=O)N(Cc1ccccn1)Cc1ccccn1	0.3	-0.4	-18	/	6	-0.5	1	0.8	0	7	2
CCOC(=O)c1sc(NS(=O)(=O)c2ccc(F)cc2)nc1C	2.3	2.7	-5	103	-32	0.4	6	-0.5	-10	2	-2
COc1cccc(C=NNC(=S)NN=Cc2cccc(OC)c2OC)c1OC	/	2.4	2	/	10	-1.2	/	/	-4	-1	6
O=C(NCc1ccccc1)N1CCCC1	2.7	2.9	7	103	19	-3.0	-14	0.6	-13	-2	14
CCOc1ccc(-c2cnc(SCC(N)=O)nc2N)cc1	1.8	-0.6	7	101	-2	-0.6	1	1.4	4	-3	2
CCO/N=C(\C)c1c(O)c2ccccc2n(C)c1=O	1.1	1.3	-13	99	-1	-3.5	-23	0.1	6	5	21
O=C(O)Cn1nc(C(F)(F)F)c2c1CCC2	-0.4	1.9	9	105	-1	1.6	-17	3.4	-12	-3	-10
CCC(=O)Oc1ccc2c(c1)O/C(=C\c1ccco1)C2=O	-0.3	-1.5	/	94	9	/	4	0.5	/	/	/
O=C(CN1C(=O)NC2(CCCC2)C1=O)OCCOc1ccc(Cl)cc1	1.9	3.5	-15	105	18	0.5	-11	0.0	-6	6	-3
NC1=C(O)C(=O)C(c2ccccc2)O1 (stereo not given)	1.2	1.1	-3	89	-10	-2.2	-8	3.1	-4	1	10
CN(Cc1ccccc1)c1nc2c(c(=O)n(C)c(=O)n2C)n1CCSc1ncccn1	0.2	0.5	-21	110	5	-2.1	-11	-0.5	-10	-1	13
Cc1ccccc1C(=O)NNC(=O)c1cccc(Br)c1	1.5	0.9	-9	116	5	-1.4	0	0.0	10	2	7
Cc1ccn2c(C(=O)CSc3ccccc3Cl)c(C)nc2c1	1.4	5.5	24	91	/	4.6	-10	-0.5	-6	-11	-23
Nn1c(SCC(=O)Nc2ccc(F)cc2F)nnc1C1CCCCC1	5.9	2.0	-10	/	21	-1.0	425	-0.3	9	-3	5
CCOCCn1cnc2sc(C(=O)NCC(=O)OCC)c(C)c2c1=O	3.6	2.7	12	111	4	1.6	-19	0.2	-2	2	-7
Cc1cccc(N2CC34C=CC(O3)C(C(=O)O)C4C2=O)c1 (stereo not given)	0.2	2.3	4	98	0	-3.1	7	-1.5	8	0	17
CCOC(=O)c1[nH]c(C)c(C(=O)OC(C)C(=O)Nc2ncc(Cl)cc2Cl)c1C (stereo not given)	0.1	0.8	13	98	-7	0.3	18	-3.0	-6	-1	-2
COc1cc(/C=C(\C#N)C(=O)NCC2CCCO2)ccc1OC(=O)c1ccco1 (stereo not given)	1.1	1.1	2	98	/	-1.8	-2	0.5	3	-1	8
O=c1cccccc1NCc1ccccc1	-2.1	2.0	-17	100	12	-0.2	1	-1.6	-6	6	1
Cn1cccc1/C=N/N1CCN(Cc2cccc3ccccc23)CC1	1.6	-2.0	-26	/	24	0.8	2	-3.3	3	-2	-4
C/C(=N/NC(=O)c1sc(NS(=O)(=O)c2ccccc2)nc1C)c1sc(N)nc1C	-1.1	-0.1	-33	97	-17	-1.8	0	1.3	-1	9	8
Cc1cc(NC(=O)C23CC4CC(CC(C4)C2)C3)n[nH]1	-2.6	3.5	17	102	-1	-1.2	/	-1.2	-4	3	7
O=C(COC(=O)c1cc(=O)c2ccccc2o1)Nc1c(F)c(F)c(F)c(F)c1F	/	4.3	8	107	-1	-2.7	/	/	-5	-3	14
COc1ccc(NS(=O)(=O)c2ccc(N3CCOCC3)c(NC(=O)c3ccco3)c2)cc1	2.5	-0.5	7	101	-43	-1.2	/	-0.2	-5	-3	6
COC(=O)CN1C(=O)C2(C(C#N)=C(N)Oc3c2c(C)nn3-c2ccccc2)c2ccccc21 (stereo not given)	-0.5	0.9	0	120	-19	-0.2	12	0.2	-11	0	1
Cc1ccc(-c2cccc(C3CC=CC4C3C(=O)N(Cc3ccccc3)C4c3ccc4ccccc4c3)c2)cc1 (stereo not given)	1.4	1.7	-15	92	-5	-1.7	22	-0.3	-5	-4	9
COC(=O)[C@H](Cc1ccccc1)NC(=O)NCCc1ccc(OC)cc1	-2.9	4.1	7	97	17	1.4	2	-2.6	4	-2	-7
Cc1cccc(C)c1OC(=O)CCN1C(=O)C2C3C=CC(C4CC34)C2C1=O (stereo not given)	2.4	1.6	2	103	28	1.2	-5	1.3	-4	-1	-9
O=C(COc1ccc(S(=O)(=O)NC2CCCCC2)cc1)Nc1ccc2c(c1)OCCO2	5.1	2.4	-15	105	0	-1.3	-11	-0.2	-2	6	7
COc1ccc(S(=O)(=O)N2CCOC2CNC(=O)C(=O)NCc2ccccn2)cc1C (stereo not given)	-2.6	1.2	6	110	-10	-0.3	-10	1.4	3	2	2
COc1ccc(CCNC(=O)CN(c2cc(OC)ccc2OC)S(=O)(=O)c2ccccc2)cc1	1.7	-0.2	0	104	3	-0.7	44	1.9	-22	6	4
CCc1ccc(C(=O)CSc2nc3cc(S(=O)(=O)N4CCOCC4)ccc3n2CC)cc1	2.5	0.0	-4	93	19	-1.6	3	0.0	5	-2	8
Cc1sc(NC(=O)c2ccco2)nc1-c1ccc2c(c1)CC(C)N2C(=O)C1CC1 (stereo not given)	-2.0	/	-33	98	17	1.0	9	-0.3	1	0	-5
O=C(NC1CCCCCC1)C1CCCN1S(=O)(=O)c1cccc2cccnc12 (stereo not given)	4.3	3.3	-11	103	-15	-1.1	-9	-1.1	4	4	6
CCN(CC(=O)NCc1ccc(Cl)cc1)C(=O)c1c(C)noc1C	-0.1	0.6	-14	90	/	-0.6	-2	-0.2	-2	6	3
CCOc1ccc(-c2nn3c(-c4ccccc4)nnc3s2)cc1	1.8	1.2	-21	98	/	0.3	1	-0.1	0	-5	-2
